Screening results as filed in PubChem.
PvdQ acylase – P. aeruginosa PvdQ acylase inhibitors, primary screen, biochemical, fluorescence, plate reader and imaging, single point; PvdQ acylase [Pseudomonas aeruginosa LESB58]; purified PvdQ acylase; inhibition, % at 10 µM; 340,000 tested, 0.063% active; AID 488965, 2010; in the data active = inhibition above about 30%, passing the limit was not always enough;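 note: 0% = vehicle neutral wells and 100% = reference inhibitor wells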
MITF TRPM1 HTS – activators of MITF-driven TRPM1 promoter reporter, primary screen, cell-based, SK-MEL-5, luciferase, single point; SK-MEL-5 TRPM1-promoter luciferase, 24 h; % of positive control, neutral wells = 0; activation, % at 12.5 µM; 300,000 tested, 0.75% active; AID 588334, 2011;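 active = mean activation of at least 80% with every replicate also reaching 80%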;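 note: 0% = neutral control wells and 100% = parthenolide positive control wells; values of inactives mirror those of a sister screen read the other way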
V-ATPase pH – regulators of yeast V-ATPase proton pumping, primary screen, pHLuorin cytosolic pH fluorescence | S. cerevisiae | response, % at 10 µM | 350,000 tested, 0.37% active | AID 504577, 2011; in the data active = response mostly above about 7.3%, no sharp cut-off; inactive = mostly below about 5.4%; note: actives read high; inactives centre near 0; some compounds called inactive have numbers as strong as hits; reference of the scale not given here
Wnt bcat act – Wnt/beta-catenin pathway activators, primary screen, cell-based, plate reader, single point; activation, % at 9.35 µM; 300,000 tested, 1.2% active; Wnt/beta-catenin reporter cell assay, activator; AID 743398, 2014; in the data active = activation above about 30%, passing the limit was not always enough;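 note: 0% = neutral control wells and 100% = positive control wells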
CDK5 p35 inh – inhibitors of human CDK5/p35 kinase, primary screen, biochemical, single concentration; Cyclin-dependent kinase 5 (Homo sapiens) + Cyclin-dependent kinase 5 activator 1 (Homo …; 330,000 tested, 0.01% active; inhibition, % at 10 µM; Recombinant CDK5/p35, ADP-Glo luminescence, 60 min; AID 488839, 2010;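 active = highest replicate inhibition of at least 50% and at least 75% of replicates reaching 50%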;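 note: plate controls were DMSO neutral control for no effect and GW8510 at 10 µM for full effect; many of its hits are not listed in these tables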
HTR5A inv ctr – HTR5A inverse agonists in luminescence cell assay, primary screen, counter-screen for OPRM1-OPRD1 heterodimer inverse agonist project, full-deck HTS; HTR5A cell line, inverse agonism; AID 504634, 2011; inhibition, % at 9.3 µM; 5-hydroxytryptamine receptor 5A (Homo sapiens), P47898; 340,000 tested, 0.083% active; in the data active = inhibition mostly above about 23%, no sharp cut-off; inactive = mostly below about 18%;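 note: 0% = cells with DMSO and 100% = no-cell wells with DMSO; some compounds called inactive have numbers as strong as hits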
HTR5A ag – HTR5A agonists in luminescence cell assay, primary screen, counter-screen for OPRM1-OPRD1 heterodimer agonist project, full-deck HTS; 5-hydroxytryptamine receptor 5A (Homo sapiens), P47898; cell-based; activation, % at 9.3 µM; 340,000 tested, 0.61% active; in the data active = activation mostly above about 9.5%, no sharp cut-off; inactive = mostly below about 7.6%;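 note: 0% = cells with vehicle only and 100% = reference agonist; strong numbers were not always called active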
SR-BI DiI inh – inhibitors of SR-BI mediated HDL lipid uptake, primary screen, ldlA[mSR-BI] cells, fluorescence, single point. Scavenger receptor class B member 1 (Mus musculus), Q61009. ldlA[mSR-BI] CHO cells, DiI-HDL uptake fluorescence, 3 h. AID 488896, 2010. inhibition, % at 12.5 µM. 320,000 tested, 0.96% active;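 active = mean replicate inhibition of at least 70% and a set share of replicates each scoring 70 or more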;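 note: 0% = median of neutral control wells and 100% = median of positive control wells; values of inactives mirror those of a sister screen read the other way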
Target sequence (Q61009 whole entry, looked up): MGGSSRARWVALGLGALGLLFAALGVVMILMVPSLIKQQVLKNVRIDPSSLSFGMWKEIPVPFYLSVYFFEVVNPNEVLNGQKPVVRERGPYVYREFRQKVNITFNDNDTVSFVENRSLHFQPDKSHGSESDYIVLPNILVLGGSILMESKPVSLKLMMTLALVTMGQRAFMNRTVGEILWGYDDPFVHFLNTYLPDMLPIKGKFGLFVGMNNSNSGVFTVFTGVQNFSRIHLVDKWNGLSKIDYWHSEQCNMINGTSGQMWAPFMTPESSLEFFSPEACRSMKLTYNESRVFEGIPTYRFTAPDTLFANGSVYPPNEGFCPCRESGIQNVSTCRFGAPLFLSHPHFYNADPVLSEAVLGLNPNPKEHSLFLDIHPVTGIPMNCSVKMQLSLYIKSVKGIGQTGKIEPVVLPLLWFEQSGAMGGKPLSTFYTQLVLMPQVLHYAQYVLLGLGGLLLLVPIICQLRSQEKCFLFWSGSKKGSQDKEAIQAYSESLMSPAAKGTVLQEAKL
NSD2 inh – NSD2 histone methyltransferase inhibitors, primary screen, biochemical, AlphaScreen, single concentration, set 2; Histone-lysine N-methyltransferase NSD2 (Homo sapiens), O96028; NSD2 peptide methylation, 120 min; inhibition, % at 12.5 µM; 310,000 tested, 0.54% active; in the data active = inhibition above about 50%
dFosB act – activators of delta FosB homodimer, primary screen, biochemical, fluorescence polarization, TAMRA-CDK5 oligo, single point. activation, % at 25 µM. Protein FosB (Mus musculus), P13346. purified delta FosB; percent of positive-control signal above neutral wells. 340,000 tested, 0.99% active. AID 493131, 2011;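 active = mean activation above about 17%, with every replicate also reaching it, limit read from the data, passing the limit was not always enough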;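 note: fluorescence polarization rise as delta FosB binds a TAMRA Cdk5 AP-1 oligo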
Target sequence (P13346 whole entry, looked up): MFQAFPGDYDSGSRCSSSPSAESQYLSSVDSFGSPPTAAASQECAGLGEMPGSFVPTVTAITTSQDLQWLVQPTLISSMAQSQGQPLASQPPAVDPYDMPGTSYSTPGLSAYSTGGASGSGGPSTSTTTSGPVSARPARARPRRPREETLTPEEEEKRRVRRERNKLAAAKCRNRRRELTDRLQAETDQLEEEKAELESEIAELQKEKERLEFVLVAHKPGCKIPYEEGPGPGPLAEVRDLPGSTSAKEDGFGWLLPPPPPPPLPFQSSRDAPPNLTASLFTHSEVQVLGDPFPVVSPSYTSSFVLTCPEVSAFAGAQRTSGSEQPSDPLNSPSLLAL
The depositor's hits bear a star; . = not tested or not shown.

SMILES | PvdQ acylase | MITF TRPM1 HTS | V-ATPase pH | Wnt bcat act | CDK5 p35 inh | HTR5A inv ctr | HTR5A ag | SR-BI DiI inh | NSD2 inh | dFosB act
COc1ccc(NC(=O)Cn2c(=O)oc3ccccc32)cc1 | -7 | 18 | -2 | 2 | 1.0 | 14 | 2 | . | -1 | 1
CC(C)Cc1cc(C(=O)O)c2ccccc2n1 | 0 | -4 | -5 | . | -0.8 | 10 | 9 | -26 | -2 | -4
COc1ccc(S(=O)(=O)N(C)C[C@H]2Oc3ccc(NC(=O)Nc4ccc5c(c4)OCO5)cc3C(=O)N([C@H](C)CO)C[C@@H]2C)cc1 | -7 | -9 | 1 | -1 | -7.0 | -6 | -2 | 31 | . | -6
Cc1n[nH]c(=O)c2ccccc12 | -15 | 1 | -3 | 2 | 0.1 | 4 | -1 | -34 | 1 | 6
N#C/C(=C/c1ccc(F)cc1)S(=O)(=O)c1ccccc1 | 1 | -2 | -1 | 0 | 0.8 | 8 | 10 | -13 | -2 | -4
CCc1c(C)nc2ncnn2c1N1CCC(C(=O)Nc2ccccc2)CC1 | -8 | 5 | -2 | . | 0.2 | -14 | 0 | 1 | -1 | -11
CN(CC(=O)Nc1ccc(Cl)cc1)C(=O)CCC1CCCC1 | 7 | 3 | -6 | -1 | -4.2 | -31 | 13 | -7 | -1 | 0
O=C(NCC1CCCCC1)C1(CC2CC(c3cccc(Br)c3)=NO2)CCNCC1 (centres undefined) | 0 | -62 | 5 | -2 | 0.8 | -2 | 5 | -29 | . | -4
Cc1ccccc1-n1c(=O)c2ccccc2n(CC(=O)NCc2ccco2)c1=O | -13 | 4 | 5 | 3 | -0.4 | 11 | 1 | . | -2 | -4
CC(=O)N1CN(C2CCS(=O)(=O)C2)Cc2c1sc1c2CCCC1 (centres undefined) | -12 | -2 | 2 | -1 | -3.3 | -19 | 7 | 9 | 2 | -3
COc1ccc(NC(=O)C2CCN(C(=O)c3ccccc3)CC2)cc1OC | 3 | -5 | 1 | -1 | 3.1 | 10 | 2 | 1 | . | -2
CN(Cc1ccccc1Cl)C(=O)c1cc2ccccc2o1 | 8 | 44 | -4 | -3 | 0.6 | -10 | 3 | . | -4 | -9
CN(C)CCCC1(O)c2ccccc2C=Cc2ccccc21 | -14 | -3 | -1 | 1 | 1.7 | -10 | -1 | -20 | 0 | 1
COc1cccc(CC2(CO)CCN(C(=O)NC3CCCCC3)CC2)c1 | -20 | -5 | -1 | -3 | 0.8 | -2 | -1 | 28 | -7 | -12
CC(OC(=O)c1ccc(O)cc1)C(=O)Nc1ccc(Oc2ccccc2)cc1 (centres undefined) | -14 | -4 | 1 | -2 | -4.9 | -20 | 5 | 23 | 0 | -7
Cc1cccc(OCCSc2ncnc3nc[nH]c23)c1 | 5 | 1 | -2 | 0 | 1.1 | 0 | 4 | -19 | -2 | 9
CCCC(C)NC(=O)CSCc1ccc(OC)cc1 (centres undefined) | -2 | 17 | -1 | -1 | -2.6 | -46 | 1 | -18 | -7 | -4
Cc1cnnn1-c1ccc(C(=O)CCl)cc1 | 3 | 1 | 2 | . | 1.7 | -27 | 0 | -18 | -1 | -3
CCc1cc2c(=O)c(-c3nc4ccccc4n3C)c(C)oc2c(CN2CCN(CCO)CC2)c1O | 8 | -3 | -1 | 0 | 4.5 | 4 | 10 | 20 | -3 | -1
O=C(NC(=S)N1CCc2ccccc21)C1CCC1 | -1 | -14 | 3 | 0 | -0.6 | 3 | -1 | -27 | -4 | -3
COc1ccc(N2C(=O)C3C4C=CC(C4)C3C2=O)c(OC)c1 (centres undefined) | -3 | 8 | 2 | . | 0.3 | 1 | 2 | -9 | -2 | -6
CC(C)(C)NS(=O)(=O)c1ccc(-c2csnn2)s1 | -17 | -1 | 7 | . | -4.1 | 8 | 3 | 6 | -1 | 0
C=CCn1c(SC2CCOC2=O)nc2sc(CC)cc2c1=O (centres undefined) | -6 | 30 | -4 | . | -0.6 | 12 | 9 | 2 | -1 | -1
NS(=O)(=O)c1ccc(-c2ccc(/C=C3\SC(=S)N(C4CCS(=O)(=O)C4)C3=O)o2)cc1 (centres undefined) | -3 | -4 | -1 | 7 | 1.2 | -16 | 5 | 29 | -1 | -12
COc1cc(OC)cc(-c2c(-c3cccs3)c3cc(-c4cccc5[nH]ccc45)ccc3n2C)c1 | -3 | -21 | 2 | -9 | -0.8 | 3 | -1 | 44 | . | 6
Cc1cc2c(c(=O)n1Cc1ccccn1)C(c1ccc3c(c1)OCO3)C(C#N)=C(N)O2 (centres undefined) | -22 | . | -1 | -1 | -2.7 | -4 | 1 | . | 7 | -3
COc1cc(OC)c(N(C)S(=O)(=O)c2cccc(C(=O)NC3=NCCS3)c2)cc1Cl | -14 | 3 | 1 | -4 | -0.4 | 5 | -2 | 30 | 0 | 0
CCOC(=O)c1cc(-c2ccc(C)cc2)n(CCC(=O)NC(C)CC)c1C (centres undefined) | -3 | -2 | 1 | -6 | -1.5 | -5 | 1 | 0 | 1 | -4
Cc1nn(CCS(=O)(=O)c2ccc(Cl)cc2)c(C)c1Br | -19 | . | 4 | 1 | 0.0 | . | . | -116 | 0 | -2
FC(F)(F)c1cc(Oc2ccc(Cl)cc2)ncc1-c1nnc(-c2ccc(Cl)cc2)o1 | -4 | -7 | -1 | 0 | -7.6 | -12 | 5 | -1 | 3 | -9

Four consecutive records from above, for reference:
SMILES | PvdQ acylase | MITF TRPM1 HTS | V-ATPase pH | Wnt bcat act | CDK5 p35 inh | HTR5A inv ctr | HTR5A ag | SR-BI DiI inh | NSD2 inh | dFosB act
COc1ccc(NC(=O)Cn2c(=O)oc3ccccc32)cc1 | -7 | 18 | -2 | 2 | 1.0 | 14 | 2 | . | -1 | 1
CC(C)Cc1cc(C(=O)O)c2ccccc2n1 | 0 | -4 | -5 | . | -0.8 | 10 | 9 | -26 | -2 | -4
COc1ccc(S(=O)(=O)N(C)C[C@H]2Oc3ccc(NC(=O)Nc4ccc5c(c4)OCO5)cc3C(=O)N([C@H](C)CO)C[C@@H]2C)cc1 | -7 | -9 | 1 | -1 | -7.0 | -6 | -2 | 31 | . | -6
Cc1n[nH]c(=O)c2ccccc12 | -15 | 1 | -3 | 2 | 0.1 | 4 | -1 | -34 | 1 | 6

One compound at a time (already shown). Screens in order: PvdQ acylase	MITF TRPM1 HTS	V-ATPase pH	Wnt bcat act	CDK5 p35 inh	HTR5A inv ctr	HTR5A ag	SR-BI DiI inh	NSD2 inh	dFosB act
Record of `Cc1cc2c(c(=O)n1Cc1ccccn1)C(c1ccc3c(c1)OCO3)C(C#N)=C(N)O2` (centres undefined) : -22	.	-1	-1	-2.7	-4	1	.	7	-3
Record of `CC(=O)N1CN(C2CCS(=O)(=O)C2)Cc2c1sc1c2CCCC1` (centres undefined) : -12	-2	2	-1	-3.3	-19	7	9	2	-3
Record of `COc1ccc(N2C(=O)C3C4C=CC(C4)C3C2=O)c(OC)c1` (centres undefined) : -3	8	2	.	0.3	1	2	-9	-2	-6

Compounds shown so far that have a cyano group:
SMILES | PvdQ acylase | MITF TRPM1 HTS | V-ATPase pH | Wnt bcat act | CDK5 p35 inh | HTR5A inv ctr | HTR5A ag | SR-BI DiI inh | NSD2 inh | dFosB act
N#C/C(=C/c1ccc(F)cc1)S(=O)(=O)c1ccccc1 | 1 | -2 | -1 | 0 | 0.8 | 8 | 10 | -13 | -2 | -4
Cc1cc2c(c(=O)n1Cc1ccccn1)C(c1ccc3c(c1)OCO3)C(C#N)=C(N)O2 (centres undefined) | -22 | . | -1 | -1 | -2.7 | -4 | 1 | . | 7 | -3

(list continues)
SMILES | PvdQ acylase | MITF TRPM1 HTS | V-ATPase pH | Wnt bcat act | CDK5 p35 inh | HTR5A inv ctr | HTR5A ag | SR-BI DiI inh | NSD2 inh | dFosB act
CCOC(=O)c1c(S(=O)(=O)N2CCC(C)CC2)c(C)n(C)c1C | -18 | -11 | 1 | 0 | -0.9 | 8 | -2 | -5 | 1 | 0
CC(C)c1ccccc1NC(=O)CCc1nc2ccccc2s1 | -11 | 2 | -1 | . | -0.2 | -2 | 1 | 6 | 2 | -7
CCC/S(CC1CC1(Cl)Cl)=N\S(=O)(=O)c1ccc(C)cc1 (centres undefined) | 6 | 2 | 3 | . | -2.1 | -11 | 1 | -27 | 2 | -2
COc1cc(NC(=O)Nc2ccc3c(c2)OCO3)cc(OC)c1OC | -4 | 29 | -1 | 3 | 0.6 | -8 | -1 | 10 | -1 | -3
Cc1ccc(Cn2c(-n3nc(C)cc3C)nc3c2c(=O)[nH]c(=O)n3C)cc1 | -10 | -6 | 4 | . | 1.6 | -11 | -2 | -7 | -3 | -9
COc1cc(N)c(Cl)cc1C(=O)OCC(=O)c1cccs1 | 1 | 13 | 0 | 3 | 1.4 | -13 | 5 | . | -3 | 1
Cc1ccc(S(=O)(=O)Cn2nnnc2C(c2ccccc2)N2CCN(c3ccccc3)CC2)cc1 (centres undefined) | -12 | -1 | -1 | -1 | -0.5 | 21 | -1 | -17 | -2 | -10
CCC(C)NC(=O)CSc1c2c(nc3ccccc13)CCCC2 (centres undefined) | -24 | 0 | -1 | -4 | -2.8 | -12 | 4 | -6 | -2 | -5
CCc1nnc(NC(=O)CCC(=O)NC2CCCC2)s1 | -19 | 13 | -2 | -1 | -0.3 | 10 | 0 | -3 | -1 | -4
CCN(Cc1nc2cc(Cl)ccc2c(=O)[nH]1)C(=O)c1cc2c(s1)CCCCC2 | -6 | 0 | 1 | 4 | -1.4 | -9 | 2 | 0 | -4 | 5
CCC(C)(C)NC(=O)C(c1sccc1C)N(Cc1ccco1)C(=O)c1csnn1 (centres undefined) | -17 | -5 | 3 | -2 | -6.1 | 11 | -4 | -1 | -1 | -14
CCN1C(=O)[C@@H]2[C@H](C1=O)[C@@H]1C[C@H]3C(=O)N(CC)C(=O)[C@H]3[C@@H]3C1=C(C(=O)N1C(=O)OC(=NCC4CC4)[C@]31C)[C@@H]2C | -7 | -11 | -2 | -2 | 0.7 | -20 | 1 | -43 | . | 0
CCCn1c(SCC(=O)Nc2nc(-c3ccc(OC)cc3)cs2)nc2c1c(=O)n(C)c(=O)n2C | -12 | -9 | 3 | . | 2.4 | -14 | 5 | 40 | 1 | -5
O=C(c1cc2cc(F)ccc2[nH]1)N1CCN(Cc2ccc3c(c2)OCO3)CC1 | 12 | -18 | 14* | -3 | -1.6 | 5 | -1 | 17 | 0 | -10
Brc1cccc(-c2nnc(-c3ccccc3)o2)c1 | -12 | 44 | -6 | . | -0.1 | -2 | 2 | -17 | 0 | -19
CC1Sc2ccc(C(=O)N3CCCC(C(F)(F)F)C3)cc2NC1=O (centres undefined) | -7 | 5 | 2 | -5 | -1.4 | 5 | -2 | 1 | 1 | -5
Cc1c(C(=O)Nc2nc3ccccc3[nH]2)oc2c(Cl)cccc12 | -10 | 5 | -4 | -3 | -1.1 | -16 | 6 | 16 | -3 | -2
Cc1ccc(C(F)(F)F)cc1NC(N)=S | -4 | -5 | 3 | -2 | -0.6 | -4 | 2 | 77* | -3 | 4
